CAL PDZ FP-1 – untagged CAL PDZ binding inhibitors, primary screen, biochemical, fluorescence polarization, HTS. Golgi-associated PDZ and coiled-coil motif-containing protein (Homo sapiens), Q9HD26. purified CAL PDZ, TMR-peptide fluorescence polarization, 1 h. inhibition, % at 24.9 µM. 300,000 compounds, 0.92% hits. AID 602252, 2012;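 active = mean inhibition of at least 30% with at least half of replicates also reaching 30%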;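 note: 0% = DMSO neutral control and 100% = excess unlabeled competitor peptide PRC23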
CAL PDZ FP-2 – CAL PDZ peptide-binding inhibitors, primary screen, biochemical, fluorescence polarization, Cer-tagged CAL PDZ, HTS. Golgi-associated PDZ and coiled-coil motif-containing protein (Homo sapiens), Q9HD26. purified CAL PDZ, TMR-peptide fluorescence polarization, 1 h. inhibition, % at 20 µM. 330,000 compounds, 0.02% hits. AID 504414, 2011;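 active = highest replicate inhibition of at least 40%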;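 note: plate controls were DMSO neutral control wells for no effect and unlabeled competitor peptide control wells for full effect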
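Assay system – tagged CAL PDZ protein CerCALP, purified · Timing – 1 h at RT · Compound – single point, 20 µM · Measured by – fluorescence polarization from S- and P-plane intensities, G-factor corrected · Evaluation – inhibition from polarization loss · Probe or stimulus – TMR reporter peptide T*-PRC34 · Buffer or medium – pH 7.4 phosphate-saline buffer, reducing agent, detergent, IgG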
dFosB activator – activators of delta FosB homodimer, primary screen, biochemical, fluorescence polarization, TAMRA-CDK5 oligo, single point; Protein FosB (Mus musculus), P13346; purified delta FosB; percent of positive-control signal above neutral wells; activation, % at 25 µM; 340,000 compounds, 0.99% hits; AID 493131, 2011;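 active = mean activation above about 17%, with every replicate also reaching it, limit read from the data, passing the limit was not always enough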;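 note: fluorescence polarization rise as delta FosB binds a TAMRA Cdk5 AP-1 oligo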
PfHsp90 set2 – growth inhibition of PfHsp90-expressing yeast, primary screen, antimalarial PfHsp90 inhibitor project, S. cerevisiae, BacTiter-Glo luminescence, single point, set 2; inhibition, % at 9.4 µM; BacTiter-Glo ATP, 48 h; yeast lacking PDR1 and PDR3 efflux regulators; AID 504621, 2011; 310,000 compounds, 0.32% hits;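 active = every replicate shows inhibition above about 80%, whatever the replicate mean, limit read from the data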;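 note: 0% = DMSO neutral controls and 100% = 20 µM radicicol positive controls; yeast relying on Plasmodium falciparum Hsp90 in place of its own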
SR-BI DiI-HDL act – activators of SR-BI mediated DiI-HDL uptake, primary screen, ldlA[mSR-BI] CHO cells, DiI fluorescence; 3 h; 100 = double the neutral-control signal; activation, % at 12.5 µM; 320,000 compounds, 0.096% hits;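 active = mean replicate activation of at least 60% and every replicate at or above 60%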;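 note: 0% = median plate neutral-control signal and 100% = twice that signal; values of inactives mirror those of a sister screen read the other way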
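System: CHO ldlA[mSR-BI] cells / Medium: HEPES-buffered (25 mM, pH 7.4) F12 plus 0.5% BSA / Probe or stimulus: labelled HDL, 10 µg/mL / Doses: single compound concentration, delivered by pin transfer / Schedule: 3 h, 37 °C / Measured by: DiI fluorescence, bottom read / Measure: cell-associated DiI fluorescence as measure of HDL uptake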
SR-BI HDL uptake – inhibitors of SR-BI mediated HDL lipid uptake, primary screen, ldlA[mSR-BI] cells, fluorescence, single point. ldlA[mSR-BI] CHO cells, DiI-HDL uptake fluorescence, 3 h. inhibition, % at 12.5 µM. 320,000 compounds, 0.96% hits. AID 488896, 2010;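 active = mean replicate inhibition of at least 70% and a set share of replicates each scoring 70 or more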;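 note: 0% = median of neutral control wells and 100% = median of positive control wells; values of inactives mirror those of a sister screen read the other way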
PvdQ inh – P. aeruginosa PvdQ acylase inhibitors, primary screen, biochemical, fluorescence, plate reader and imaging, single point | AID 488965, 2010 | PvdQ acylase [Pseudomonas aeruginosa LESB58] | inhibition, % at 10 µM | 340,000 compounds, 0.063% hits | purified PvdQ acylase; in the data active = inhibition above about 30%, passing the limit was not always enough;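 note: 0% = vehicle neutral wells and 100% = reference inhibitor wells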
Rtt109 HAT inh – inhibitors of C. albicans Rtt109/Vps75 HAT, primary screen, biochemical, ThioGlo CoA-SH fluorescence, plate reader. inhibition, % at 34.9 µM. 330,000 compounds, 0.16% hits. purified Rtt109/Vps75, 4 h. Histone acetyltransferase RTT109 (Candida albicans (strain SC5314 / ATCC MYA-2876)), …;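 active = inhibition of at least 50% in every replicate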
MITF act – activators of MITF-driven TRPM1 promoter reporter, primary screen, cell-based, SK-MEL-5, luciferase, single point; 300,000 compounds, 0.75% hits; AID 588334, 2011; SK-MEL-5 TRPM1-promoter luciferase, 24 h; % of positive control, neutral wells = 0; activation, % at 12.5 µM;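 active = mean activation of at least 80% with every replicate also reaching 80%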;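 note: 0% = neutral control wells and 100% = parthenolide positive control wells; values of inactives mirror those of a sister screen read the other way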
NSD2 inh – NSD2 histone methyltransferase inhibitors, primary screen, biochemical, AlphaScreen, single concentration, set 2. Histone-lysine N-methyltransferase NSD2 (Homo sapiens), O96028. NSD2 peptide methylation, 120 min. inhibition, % at 12.5 µM. 310,000 compounds, 0.54% hits. AID 743445, 2014; in the data active = inhibition above about 50%
Target sequence (O96028 whole entry, looked up): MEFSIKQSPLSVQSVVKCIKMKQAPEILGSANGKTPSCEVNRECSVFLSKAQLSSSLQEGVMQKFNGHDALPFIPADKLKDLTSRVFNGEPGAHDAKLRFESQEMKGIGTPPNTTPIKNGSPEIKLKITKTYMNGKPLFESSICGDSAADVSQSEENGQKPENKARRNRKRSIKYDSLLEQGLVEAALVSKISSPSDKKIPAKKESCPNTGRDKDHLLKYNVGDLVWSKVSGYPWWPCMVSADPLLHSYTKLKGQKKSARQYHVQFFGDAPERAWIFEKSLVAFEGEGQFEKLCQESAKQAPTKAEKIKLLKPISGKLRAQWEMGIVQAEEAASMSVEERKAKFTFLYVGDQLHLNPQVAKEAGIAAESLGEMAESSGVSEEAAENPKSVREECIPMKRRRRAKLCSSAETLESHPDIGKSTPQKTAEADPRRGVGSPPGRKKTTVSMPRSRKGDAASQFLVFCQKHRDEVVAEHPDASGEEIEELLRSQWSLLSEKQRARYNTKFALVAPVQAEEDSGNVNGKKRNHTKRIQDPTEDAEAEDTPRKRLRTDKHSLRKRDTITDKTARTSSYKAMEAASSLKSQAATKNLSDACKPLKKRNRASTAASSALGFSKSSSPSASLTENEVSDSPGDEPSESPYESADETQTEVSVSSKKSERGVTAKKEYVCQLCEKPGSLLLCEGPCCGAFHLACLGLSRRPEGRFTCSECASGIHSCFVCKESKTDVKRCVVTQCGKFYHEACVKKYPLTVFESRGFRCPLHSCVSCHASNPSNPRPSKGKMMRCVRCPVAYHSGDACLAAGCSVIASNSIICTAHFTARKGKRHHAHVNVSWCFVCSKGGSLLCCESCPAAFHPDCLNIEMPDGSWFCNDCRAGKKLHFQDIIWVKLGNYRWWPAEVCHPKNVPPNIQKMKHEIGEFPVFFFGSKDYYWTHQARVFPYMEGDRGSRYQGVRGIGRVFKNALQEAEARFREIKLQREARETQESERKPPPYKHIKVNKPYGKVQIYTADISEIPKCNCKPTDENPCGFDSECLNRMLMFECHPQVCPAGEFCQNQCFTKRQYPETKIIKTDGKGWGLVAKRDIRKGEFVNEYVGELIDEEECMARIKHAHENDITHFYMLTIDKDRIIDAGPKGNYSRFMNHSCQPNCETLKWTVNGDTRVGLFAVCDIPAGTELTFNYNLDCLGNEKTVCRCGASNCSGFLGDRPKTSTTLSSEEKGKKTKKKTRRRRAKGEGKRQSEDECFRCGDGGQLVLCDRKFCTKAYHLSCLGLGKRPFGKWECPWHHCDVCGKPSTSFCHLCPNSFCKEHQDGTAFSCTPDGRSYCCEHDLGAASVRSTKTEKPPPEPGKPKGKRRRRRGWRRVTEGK
* hit, by the source's call; nt = not tested or not shown.

Start of the data: the first 2 records as a preview:
smiles | CAL PDZ FP-1 | CAL PDZ FP-2 | dFosB activator | PfHsp90 set2 | SR-BI DiI-HDL act | SR-BI HDL uptake | PvdQ inh | Rtt109 HAT inh | MITF act | NSD2 inh
O=S(=O)(Nc1ccccc1)c1ccc(-c2cnc(C3CC3)o2)cc1 | 1 | -3.4 | -19 | 21 | 10 | -10 | -13 | -4 | -27 | 2
Cc1noc(/C=C/N(C)C)c1S(=O)(=O)N1CCCC(C(=O)Nc2ccc(F)cc2F)C1 (stereo unspecified) | nt | -0.9 | -11 | -3 | -5 | 5 | -12 | 13 | 4 | nt

The list itself, from the start:
smiles | CAL PDZ FP-1 | CAL PDZ FP-2 | dFosB activator | PfHsp90 set2 | SR-BI DiI-HDL act | SR-BI HDL uptake | PvdQ inh | Rtt109 HAT inh | MITF act | NSD2 inh
O=S(=O)(Nc1ccccc1)c1ccc(-c2cnc(C3CC3)o2)cc1 | 1 | -3.4 | -19 | 21 | 10 | -10 | -13 | -4 | -27 | 2
Cc1noc(/C=C/N(C)C)c1S(=O)(=O)N1CCCC(C(=O)Nc2ccc(F)cc2F)C1 (stereo unspecified) | nt | -0.9 | -11 | -3 | -5 | 5 | -12 | 13 | 4 | nt
Cc1ccc(N(CC(=O)N(C)Cc2ccccc2)S(C)(=O)=O)cc1C | -5 | -0.6 | 2 | 8 | -5 | 5 | 6 | -6 | 4 | 0
CC(C)CN(C(=O)COC(=O)Cn1cnc2ccccc2c1=O)C1CCS(=O)(=O)C1 (stereo unspecified) | 0 | 0.0 | -6 | nt | 12 | -12 | 7 | -5 | nt | -2
CCOCCOC(=O)c1[nH]c2c(c1C)C(=O)CC(c1cccs1)C2 (stereo unspecified) | -3 | -2.3 | 3 | 9 | -75 | 75* | 3 | 1 | -32 | nt
COc1ccccc1NC(=O)C(=O)NCCC1CCCCN1S(=O)(=O)c1cccs1 (stereo unspecified) | 0 | -2.8 | -2 | nt | -35 | 35 | -7 | 5 | 1 | -2
Cc1cnnn1-c1ccc([N+](=O)[O-])cc1 | 22 | 0.0 | 3 | 16 | 31 | -31 | -4 | -1 | 2 | -6
O=C1CC(SC2=NCCS2)C(=O)N1c1ccc(Br)cc1 (stereo unspecified) | -2 | -0.4 | -5 | 3 | -1 | 1 | -17 | -13 | 7 | -1
CC(Sc1nncn1C)C(=O)Nc1ccc(Cl)cn1 (stereo unspecified) | 0 | -1.4 | -6 | 11 | 16 | -16 | 10 | 3 | 14 | -2
COCCNC(C)C(=O)C12CC3CC(CC(C3)C1)C2 (stereo unspecified) | -3 | -2.0 | 0 | 8 | 11 | -11 | 4 | 10 | 4 | -1
CCN(CC)S(=O)(=O)c1cc(Br)ccc1OC | 0 | -1.3 | -4 | nt | 5 | -5 | -11 | -3 | nt | -4
CCC(C)c1c(N)n(S(=O)(=O)c2ccc(C)cc2)oc1=O (stereo unspecified) | -6 | 0.4 | -8 | -25 | 14 | -14 | -13 | 4 | 12 | -2
CCOc1ncccc1C(=O)OCC(=O)Nc1ccc(C(C)C)cc1 | -1 | 3.0 | -7 | -2 | 18 | -18 | -9 | -6 | 7 | 0
COc1cccc(NS(=O)(=O)c2ccc3c(c2)NC(=O)CC(=O)N3)c1 | nt | -0.3 | -6 | -6 | -1 | 1 | -10 | -5 | 4 | -1
Cc1ccc(CNC(=O)CCS(=O)(=O)c2cc3c(cc2Cl)NC(=O)CO3)o1 | nt | -1.2 | -10 | 21 | 3 | -3 | -6 | -2 | -16 | nt
COc1ccc(S(=O)(=O)N(C)C)cc1NC(=O)COC(=O)Cn1cnc2ccccc2c1=O | 1 | -3.1 | -3 | 1 | -3 | 3 | -11 | -12 | 6 | 1
CC(C)(C)OC(=O)N(CCc1ccccc1)Cc1ccc(OCc2cccc(NC(=O)C3CC3)c2)cc1 | 1 | -0.4 | -4 | -18 | -15 | 15 | -16 | -5 | -11 | nt
Cc1cc(NC(=O)c2cccs2)n(-c2nc3ccccc3[nH]2)n1 | 0 | -2.5 | -5 | 15 | -93 | 93* | -14 | -6 | -30 | 11
COc1ccc(OC)c(/C=C/C(=O)c2ccc3c(c2)OCCO3)c1 | -8 | 0.1 | 1 | 13 | 11 | -11 | -8 | 2 | nt | 3
CC(C)[C@H](NC(=O)c1ccc(Cl)cc1Cl)C(=O)NNc1cccc(C(=O)O)c1 | 1 | -0.4 | -4 | -14 | 18 | -18 | -20 | -5 | -9 | -2
Cc1ccccc1C(=O)NNC1=NCCC1 | 0 | 0.3 | 0 | 7 | 2 | -2 | 3 | 4 | -4 | -9
COC(=O)c1ccccc1NC(=O)COC(=O)C1CCCCC1 | -1 | -1.2 | 0 | 8 | 28 | -28 | 1 | 26 | 9 | nt
Cc1ccc(-n2ncc(C(=O)Nc3ccc(Cl)cc3)c2C2CCNCC2)cc1C | -6 | -4.2 | -9 | -2 | -12 | 12 | -5 | 3 | 2 | 3
O=C(NCc1ccccc1)C(c1ccco1)N(C(=O)c1ccccn1)c1ccc(F)cc1 (stereo unspecified) | -1 | -0.5 | 2 | 1 | 21 | -21 | 11 | -6 | -11 | 1
CN(C)C(=O)N1CCC(C(=O)NCc2ccccc2Cl)CC1 | -1 | -1.4 | -2 | 3 | 25 | -25 | -5 | nt | 1 | -1
CN(C)/C=C/C(=O)c1ccccc1OCc1cnc(Cl)s1 | nt | -1.3 | -10 | 34 | 1 | -1 | -6 | -1 | 3 | -3
CC1(C)CC(=O)C=C(NCCN2CCN(C(=O)Nc3ccccc3)CC2)C1 | -1 | -3.1 | -1 | 10 | -5 | 5 | 9 | nt | nt | 1
Cc1ccc2cc(CCNC(=O)c3cc4ccccc4o3)c(=O)[nH]c2c1C | nt | -2.2 | -15 | -22 | 0 | 0 | -16 | 10 | nt | nt
CCc1ccc(C(=O)O)cc1 | nt | -1.0 | -3 | 7 | -14 | 14 | 8 | -11 | 10 | -5
COC(=O)c1ccc(N2OC3(C)C=CC2CC3)cc1 (stereo unspecified) | nt | -0.6 | 1 | 52 | -1 | 1 | 1 | 6 | 58 | -1
CCOC(=O)Cn1nc(C)c(NC(=O)COc2ccc([N+](=O)[O-])c(C)c2)c1C | 4 | 0.4 | 3 | -5 | -12 | 12 | 5 | 2 | 4 | nt
O=C(COC(=O)c1cnccn1)c1ccc([N+](=O)[O-])cc1 | 16 | -0.2 | 0 | 13 | 6 | -6 | -6 | 137* | -2 | -2
Cc1ccc(-n2c(SCC(=O)NCC3CCCO3)nc3ccccc3c2=O)cc1 (stereo unspecified) | -3 | -1.7 | 5 | -29 | nt | -26 | -13 | -7 | -17 | 4
CC/C(=N/O)c1cnnc(SC)n1 | 1 | -0.4 | 2 | 14 | 1 | -1 | 1 | 6 | 3 | 12
CC(=O)N1CCc2cc(S(=O)(=O)NC(C(=O)NC3CCCc4ccccc43)C(C)C)ccc21 (stereo unspecified) | -1 | -1.6 | -12 | 3 | 15 | -15 | 0 | -14 | 2 | -2
O=C(NC1CCCc2c1cnn2-c1cc(F)cc(F)c1)c1ccccn1 (stereo unspecified) | 5 | -2.6 | -12 | -38 | 17 | -17 | -5 | 21 | 1 | -2
CC(OC(=O)Cn1[nH]c(=O)c2ccccc2c1=O)C(=O)Nc1ccc(Cl)cn1 (stereo unspecified) | 15 | -0.1 | -7 | 1 | 17 | -17 | -16 | -1 | 7 | 37
COc1ccc(-c2cc3ccc(OCC(C)=O)cc3oc2=O)cc1OC | -1 | -1.4 | 6 | -35 | -54 | 54 | 7 | -26 | 92* | 1
COc1cccc(N=c2oc3c(C)ncc(CO)c3cc2C(N)=O)c1 | -2 | -2.5 | -1 | 3 | 35 | -35 | 3 | nt | nt | -1
CCC1(CC)NC(=O)N(CC(=O)OCC(=O)c2ccccc2OC)C1=O | -1 | -2.0 | -5 | 2 | 4 | -4 | -7 | 9 | -4 | 14
COc1cc(CN2CCC(C)CC2)ccc1OCc1ccccc1 | -4 | -0.4 | -2 | -6 | -10 | 10 | 5 | 0 | nt | 3
COc1cccc(NC(=O)CN(C)C(=O)CN2C(=O)NC(C)(c3ccc(C)cc3)C2=O)c1 (stereo unspecified) | -6 | 0.3 | -2 | -22 | -7 | 7 | -5 | 0 | -2 | 1
N#CC(C#N)=Cc1c(N2CCN(c3ccccc3)CC2)nc2ccccn2c1=O | 48* | -1.1 | 3 | -15 | -20 | 20 | -16 | -2 | 41 | 2
O=C(NC(=S)Nc1ccc(S(=O)(=O)N2CCCC2)cc1)C1CC1 | 0 | -8.4 | 2 | 30 | -25 | 25 | 8 | 15 | -13 | 1
Clc1ccc(CNCCC2=CCCCC2)cc1 | -4 | 0.8 | 5 | -31 | 26 | -26 | 6 | 9 | -6 | -1
CCn1c(CC(=O)Nc2ccccc2)nnc1SCc1nc2ccccc2c(=O)[nH]1 | -4 | 0.0 | 1 | -28 | 13 | -13 | -10 | 0 | 0 | 4
O=C(Nc1ccn(CCCNCc2ccc3[nH]ccc3c2)c(=O)n1)OCc1ccccc1 | -6 | -0.5 | 4 | -7 | -14 | 14 | 0 | 1 | -4 | nt
CCNC(=O)CSc1nc(-c2ccc(F)cc2)cs1 | nt | -1.6 | -11 | -23 | -28 | 28 | -15 | -10 | 35 | -2
CN1C(=O)/C(=C/c2cc(N=Nc3ccccc3)ccc2O)SC1=S | -6 | -1.8 | -10 | 29 | -2 | 2 | -9 | -4 | -13 | 4
Cc1nnc(NC(=O)CCS(=O)(=O)Cc2ccccc2)s1 | 1 | -1.3 | -8 | -11 | 8 | -8 | -6 | -8 | 4 | 0
COc1ccc(S(=O)(=O)N2CCC(C(=O)NCC(c3cccs3)N(C)C)CC2)cc1 (stereo unspecified) | -2 | -1.7 | 1 | -2 | 25 | -25 | -21 | -13 | nt | 2
